Jurkat NFkB inh: inhibitors of the PMA/ionomycin-induced NF-kB reporter in Jurkat cells; PMA/ionomycin-induced NF-kB luciferase reporter, luminescence; inhibition, % at 4 µM; 0.53% of 330,000 active; in the data active means inhibition above about 50%
Mdm2-MdmX inh: disrupts the human Mdm2-MdmX interaction | O15151+Q00987 | SaOS-2 split-luciferase Mdm2/MdmX complementation, luminescence | inhibition, % at 8 µM | 3% of 330,000 active | AID 485346;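 active means inhibition of at least 50% at 8 µM in the primary screen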
Target sequence (O15151 whole entry, looked up): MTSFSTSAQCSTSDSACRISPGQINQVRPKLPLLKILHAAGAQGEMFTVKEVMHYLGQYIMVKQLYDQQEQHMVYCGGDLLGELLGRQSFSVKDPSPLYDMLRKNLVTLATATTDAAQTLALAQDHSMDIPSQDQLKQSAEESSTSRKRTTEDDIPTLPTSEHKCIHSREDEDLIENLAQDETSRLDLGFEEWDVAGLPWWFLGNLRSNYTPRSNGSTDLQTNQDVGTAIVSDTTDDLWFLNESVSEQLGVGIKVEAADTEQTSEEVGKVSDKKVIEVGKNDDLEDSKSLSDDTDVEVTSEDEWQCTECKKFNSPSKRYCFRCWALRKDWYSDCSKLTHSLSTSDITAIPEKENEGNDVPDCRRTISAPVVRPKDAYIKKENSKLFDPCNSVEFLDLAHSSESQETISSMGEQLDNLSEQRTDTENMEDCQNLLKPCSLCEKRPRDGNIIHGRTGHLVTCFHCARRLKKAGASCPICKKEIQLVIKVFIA
Target sequence (Q00987 whole entry, looked up): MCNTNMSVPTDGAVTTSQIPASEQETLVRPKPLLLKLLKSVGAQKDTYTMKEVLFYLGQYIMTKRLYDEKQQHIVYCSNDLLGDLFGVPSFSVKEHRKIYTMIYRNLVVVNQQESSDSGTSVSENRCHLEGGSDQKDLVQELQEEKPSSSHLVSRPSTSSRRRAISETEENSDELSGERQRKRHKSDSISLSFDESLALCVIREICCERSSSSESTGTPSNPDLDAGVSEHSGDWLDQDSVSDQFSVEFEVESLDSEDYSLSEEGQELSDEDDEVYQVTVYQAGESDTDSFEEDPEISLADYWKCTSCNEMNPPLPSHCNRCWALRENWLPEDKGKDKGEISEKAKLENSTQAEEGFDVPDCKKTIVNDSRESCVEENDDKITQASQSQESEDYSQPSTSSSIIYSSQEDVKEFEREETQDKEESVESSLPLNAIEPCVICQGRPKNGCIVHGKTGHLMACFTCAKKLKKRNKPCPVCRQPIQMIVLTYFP
CHOP UPR activ: apoptotic UPR (CHOP) activation; activation, % at 10 µM; 0.34% of 330,000 active; CHO-CHOP luciferase reporter, luminescence; percent of tunicamycin response over DMSO baseline;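 active means at 10 µM dose, activation of 40% or more, normalized to positive control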;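 further: 100% = tunicamycin at 10 µg/mL and 0% = DMSO alone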
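Dosing – one dose, 10 µM in 0.5% DMSO · System – CHO-CHOP cells, stable luciferase reporter of PERK-eIF2a-CHOP signalling · Input – 500 cells/well · Control set – tunicamycin 10 µg/mL final as positive, DMSO-only wells as negative · Timing – 6 h compound treatment, 37 °C · Measure – % activation vs tunicamycin · Technique – luminescence read with Steady-Glo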
tim23-1 inh: tim23-1 yeast growth inhibition | 1.3% of 330,000 active | inhibition, % at 20 µM | S. cerevisiae tim23-1 growth, BacTiter-Glo luminescence, 24 h;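 active means growth inhibition of the mutant yeast at or above 50%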;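 further: temperature-sensitive mutant grown at 25 °C; plate controls were DMSO-treated mutant yeast for no effect and medium wells lacking yeast for full effect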
XBP1 UPR activ: adaptive UPR (XBP1) activation. CHO-XBP1 luciferase reporter, IRE1-XBP1 UPR activation, luminescence; percent of tunicamycin response, DMSO as zero. activation, % at 20 µM. 0.33% of 330,000 active. AID 463104;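 active means versus positive control, 20 µM dose yields 30% or more activation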;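 further: 100% = tunicamycin at 10 µg/mL and 0% = DMSO only wells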
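Material: CHO cell line with stable XBP1 luciferase reporter; buffer or medium: F12 medium containing 10% fetal bovine serum; compound: single point, 20 µM final compound, 1% DMSO; incubation: 6 h treatment, 37 °C; measured by: glow luminescence from Steady-Glo reagent; evaluation: activation, % of tunicamycin; control set: tunicamycin high, DMSO low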
697 NFkB inh: inhibitors of the PMA/ionomycin-induced NF-kB reporter in 697 B cells | 0.33% of 330,000 active | inhibition, % at 4 µM | AID 435022 | 697 B-cell NF-kB luciferase reporter, 16 h; in the data active means inhibition above about 35%
tim10-1 inh: inhibits growth of tim10-1 mutant yeast; 2.2% of 330,000 active; S. cerevisiae tim10-1 ts strain growth, BacTiter-Glo, 24 h; inhibition, % at 20 µM;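 active means inhibition of at least 40%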;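 further: mutant grown at 25 °C; 0% = DMSO wells with yeast and 100% = wells holding no yeast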
TIM10 inh: TIM10 yeast growth inhibition; 1.4% of 330,000 active; AID 463195; S. cerevisiae TIM10 strain growth, BacTiter-Glo luminescence, 24 h; inhibition, % at 10 µM;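 active means inhibition of 40% or more at the single tested concentration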;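 further: wild-type TIM10 isogenic control strain grown at permissive 25 °C; 0% = DMSO yeast wells and 100% = minimal medium wells without yeast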
Numbers without * were called inactive.

Order of values – Jurkat NFkB inh, Mdm2-MdmX inh, CHOP UPR activ, tim23-1 inh, XBP1 UPR activ, 697 NFkB inh, tim10-1 inh, TIM10 inh
Cc1cc(C)c2oc(-c3ccc(Cl)c(NC(=O)c4ccc(C#N)cc4F)c3)nc2c1
  -27.7, 69.4*, 33.2, -11.5, 19.1, 0.1, -6.5, -6.3
CCCCN(C(=O)c1cccc(C)c1)c1c(N)n(CCC)c(=O)[nH]c1=O
  -15.8, -21.3, -1.4, 8.0, 3.1, -10.1, 8.8, 14.7
COc1cccc(NC(=O)NNC(=O)c2ccc3c(c2)NC(=O)C(C)(C)O3)c1
  -22.3, 14.2, -2.9, 13.8, 3.3, 8.7, 5.1, -15.2
O=C(NC1CCCN(CCc2ccccc2)C1)c1c(F)cccc1F (stereo unspecified)
  13.3, 22.8, -0.6, 6.2, -0.8, 5.3, -2.2, -6.8
O=c1oc2ccccc2n1CCc1ccccc1
  -3.7, 22.3, -0.2, 6.5, -0.3, -17.8, 15.6, 10.3
CCCNS(=O)(=O)c1ccc(CCC(=O)N2CCCCC2)cc1
  0.2, 10.4, -0.7, 15.0, -1.5, -3.5, 10.6, 10.0
CC1(OC(=O)c2ccc(Cl)nc2)C(=O)C=C2C=C3CCCN3C=C2C1=O (stereo unspecified)
  7.2, -30.0, 3.2, 12.4, 0.3, 5.5, 7.3, 11.0
O=C(O)c1ccc(Cl)c(N2C(=O)Nc3ccccc3N2O)c1
  2.3, -29.6, -0.6, 10.1, -0.1, -10.5, 12.2, -1.6
COc1ccccc1NC(=O)c1ccc2nc(C)sc2c1
  -17.4, 11.0, -1.1, 13.6, -4.2, -26.4, 11.6, -0.7
COc1ccc(CCNC(=O)C(=O)NCC2OCCN2S(=O)(=O)c2ccc(OC)c(OC)c2)cc1OC (stereo unspecified)
  -2.8, 12.4, -1.3, 11.2, 1.8, 1.0, -0.2, 2.0
COC(=O)C1=C(Nc2ccc(C)cc2)C=C(C)C(C(=O)OC)C1c1cccc(OC)c1 (stereo unspecified)
  21.4, 52.9*, -0.7, 19.5, -0.2, -15.9, 32.4, 16.8
O=C(OCc1ccccc1F)c1ccc2c(c1)-c1ccccc1C2=O
  -89.8, -174.3, 3.4, 9.2, 4.4, -83.9, 21.8, 4.7
N#Cc1ccc(NC(=O)c2sc3cc(C(F)(F)F)cnc3c2-c2cccs2)cc1
  9.6, 12.6, 0.0, 8.1, -2.4, 12.1, 6.8, 8.7
CNC(=S)Nc1ccc2nc(C)c(C)nc2c1
  -13.4, -24.2, 0.7, 2.6, 0.5, -16.9, 13.9, -10.1
CCN1C(=O)C2(C(C(=O)c3ccc(C)o3)=C(O)C(=O)N2CCCN2CCOCC2)c2ccccc21 (stereo unspecified)
  11.6, -12.4, -1.7, 11.9, 1.9, -12.1, -7.9, 7.5
O=C(COC(=O)c1ccc(F)cc1Cl)Nc1cccc(S(=O)(=O)N2CCOCC2)c1
  0.4, 4.8, 0.9, 18.0, -1.4, 22.4, 4.9, 0.6
CCOc1cc(N2CCOCC2)c(OCC)cc1NC(=O)c1cc(S(=O)(=O)N2CCOCC2)ccc1F
  61.9*, 43.0, 0.3, 25.4, -1.2, -4.0, 15.8, 10.1
COCCCNC(=S)NNC(=O)c1ccccc1Br
  3.3, -23.0, -1.2, -4.7, 0.3, -6.6, 5.7, -0.8
COc1cc(C(=O)NCC(=O)NCC(c2ccco2)N2CCCCC2)cc(OC)c1OC (stereo unspecified)
  -5.2, -17.4, 0.2, -3.9, -3.2, -2.9, -4.2, 6.5
CC(Oc1ccccc1)C(=O)NNC(=O)c1cccs1 (stereo unspecified)
  11.0, 16.2, -0.7, 3.8, -3.2, 12.6, 8.9, 6.1
Cc1ccc(S(=O)(=O)n2nc(-c3cccnc3)nc2N)cc1
  -9.9, 12.5, 0.1, -0.2, 1.4, 21.2, 25.7, -19.8
CCOC(=O)C1NN=C(C(=O)c2ccccc2)C1c1ccc(OC)cc1 (stereo unspecified)
  -1.0, 14.7, -0.9, 13.7, 0.5, 3.1, 39.0, 20.2
Cc1cccc(C(=O)N=c2sccn2C)c1[N+](=O)[O-]
  -56.7, -24.3, 6.0, 11.8, 1.6, -52.9, 3.4, 0.9
Fc1cccc(F)c1-n1c(CN2CCCCC2)csc1=S
  -2.2, 38.1, 0.0, 6.2, -2.4, -21.3, 34.2, 0.3
CC1(C)CC(=O)C2=C(C1)N(c1ccc(F)cc1)C(=O)C2(NC(=O)c1ccccc1F)C(F)(F)F (stereo unspecified)
  -11.5, -4.0, 0.3, 11.2, 1.7, -31.9, 34.2, 12.0
COc1ccccc1CN(C)C(=O)COC(=O)c1ccc(Cl)nc1
  6.2, -8.0, 1.1, 2.5, -2.0, -3.4, -5.6, -22.2
COc1ccc(CN2C(=O)c3ccccc3C2C(=O)NCC2CCCO2)c(OC)c1 (stereo unspecified)
  -1.6, -8.9, 0.1, -3.5, -2.1, 9.6, -28.2, -6.8
CN(CC(=O)Nc1c(Cl)cccc1Cl)CC(=O)N(C)C1(C#N)CCCCC1
  -4.1, 28.0, -0.4, -6.3, -1.4, 7.2, -13.3, -3.4
COCCNC(=O)C(c1cccnc1)N(Cc1ccc(C)cc1)C(=O)Cn1nnc2ccccc21 (stereo unspecified)
  0.7, 7.9, -0.6, -0.1, -4.0, 9.9, 9.5, 8.0
COc1ccc(C(=O)Nc2ccc3[nH]ccc3c2)cc1OC
  -33.1, 16.6, 1.4, 2.2, 5.9, -28.8, -0.9, 11.4

Additional results
Compound,Jurkat NFkB inh,Mdm2-MdmX inh,CHOP UPR activ,tim23-1 inh,XBP1 UPR activ,697 NFkB inh,tim10-1 inh,TIM10 inh
Nc1ccnc(C(F)(F)F)c1C(=O)c1ccccc1,13.2,-1.1,1.8,8.0,-3.0,6.6,10.1,1.5
Cc1ccccc1N1C(=O)C2ON(c3ccccc3)C(c3ccco3)C2C1=O (stereo unspecified),11.1,21.6,3.5,13.8,0.9,3.9,6.3,5.5
COc1ccc(CN2CCc3cc(OC)c(OC)cc3C2)cc1O,5.7,-9.4,-1.6,8.8,-1.6,-8.3,-2.7,1.3
CCCc1cc(C(=O)N/N=C/c2cccn2C)cs1,-26.5,-30.7,5.7,42.8,-0.4,-30.9,-7.3,-0.3
Cc1cccc(CCNS(=O)(=O)c2ccc3c(c2)oc(=O)n3C)c1,4.4,14.7,-2.4,19.4,0.6,0.0,13.9,27.6
S=c1nc[nH]c2c1sc1nc(-c3ccccc3)c3c(c12)CCCC3,1.3,12.1,-1.5,-13.3,4.3,6.8,33.6,36.6
Cc1cc(CNC(=O)C2CCC(=O)N(CCc3cccc(F)c3)C2)on1 (stereo unspecified),4.8,-0.3,0.7,5.0,-1.8,13.3,-5.1,-4.0
Cc1ccc(CCNCc2c(C(=O)O)c(C)n(-c3ccccc3)c2C)cc1,8.9,13.4,-0.9,16.6,-1.1,5.3,16.7,8.3
CS(=O)(=O)Nc1ccccc1C(=O)Nc1ccccc1C(=O)N1CCCC1,-0.7,12.0,-1.0,-0.8,-1.7,15.6,-4.9,6.0
COc1ccccc1NC(=O)c1cc(Cl)nnc1Cl,-0.1,19.3,-0.5,-42.0,-5.4,14.2,-28.8,-27.6
CN(CCN1CCc2ccccc2C1)Cc1nc(-c2ccc3c(c2)OCO3)no1,-4.7,-27.3,1.6,10.8,-0.8,5.7,9.0,7.2
O=C(CC(c1ccccc1)c1cc(Br)ccc1O)NCCN1CCOCC1 (stereo unspecified),1.6,30.1,0.5,11.7,-1.0,14.9,10.9,14.8
COc1ccc(CNC(=O)CN(C)S(=O)(=O)c2ccc3c(c2)n(C)c(=O)c(=O)n3C)cc1,7.5,20.6,0.8,-10.0,1.2,5.2,3.2,-3.5
CC(=O)N1CCN(S(=O)(=O)c2ccc3c(c2)OCCO3)CC1,7.2,-4.9,1.3,9.9,-2.5,12.2,13.2,6.3
Clc1ccc(-c2ncc3ccccn23)c(Cl)c1,-2.4,1.8,1.9,6.8,1.1,7.0,13.0,-0.8
C=C(C)Cn1c(C)cc(C)c(S(=O)(=O)c2cccc(C)c2)c1=O,2.6,4.7,-1.4,31.9,0.6,-11.6,26.8,13.4

Rewritten as labelled records: entries from further up.
compound: COc1ccc(CNC(=O)CN(C)S(=O)(=O)c2ccc3c(c2)n(C)c(=O)c(=O)n3C)cc1
  Jurkat NFkB inh = 7.5; Mdm2-MdmX inh = 20.6; CHOP UPR activ = 0.8; tim23-1 inh = -10.0; XBP1 UPR activ = 1.2; 697 NFkB inh = 5.2; tim10-1 inh = 3.2; TIM10 inh = -3.5

compound: CC(=O)N1CCN(S(=O)(=O)c2ccc3c(c2)OCCO3)CC1
  Jurkat NFkB inh = 7.2; Mdm2-MdmX inh = -4.9; CHOP UPR activ = 1.3; tim23-1 inh = 9.9; XBP1 UPR activ = -2.5; 697 NFkB inh = 12.2; tim10-1 inh = 13.2; TIM10 inh = 6.3

compound: Clc1ccc(-c2ncc3ccccn23)c(Cl)c1
  Jurkat NFkB inh = -2.4; Mdm2-MdmX inh = 1.8; CHOP UPR activ = 1.9; tim23-1 inh = 6.8; XBP1 UPR activ = 1.1; 697 NFkB inh = 7.0; tim10-1 inh = 13.0; TIM10 inh = -0.8

Other compounds.
Compound,Jurkat NFkB inh,Mdm2-MdmX inh,CHOP UPR activ,tim23-1 inh,XBP1 UPR activ,697 NFkB inh,tim10-1 inh,TIM10 inh
CCCCOCCCNC1=NCCCCC1,10.3,-12.1,-2.4,-3.0,-3.5,17.9,1.6,5.7
CC(=O)/C=C/c1ccccc1O,-1.6,-3.3,-2.6,22.8,-4.5,-9.1,13.5,4.3
COc1cc(NC(=O)CCCOc2ccc(Cl)cc2Cl)c(C(=O)O)cc1OC,11.4,4.0,2.0,11.8,-3.1,17.5,-4.6,2.6
CCO[C@H]1OC(C(=O)N2CCOCC2)=C[C@@H](c2ccccc2)[C@@H]1CCCO,-13.1,-10.9,1.9,6.3,-1.9,-7.5,9.8,-5.6
C=CCc1c(OC)ccc2ccc(=O)oc12,1.6,2.9,-3.3,-4.8,-1.6,5.4,-7.2,-8.3
COc1ccc(-c2nc3n(c(=O)c2C#N)CCS3)cc1,-15.5,15.4,-1.0,4.9,1.0,5.7,44.9*,2.4
Cc1nn(C(C)C(=O)NC2CC2)c(=O)c2nn(-c3ccccc3)c(C)c12 (stereo unspecified),4.4,-7.5,-0.6,-8.4,-1.2,-20.1,-8.7,3.9
COC(=O)C1CCN(C(c2cccs2)c2sc3nc(C)nn3c2O)CC1 (stereo unspecified),-2.5,17.6,-0.5,-2.7,-4.1,-1.1,7.3,-7.3
O=C(CN1CCC(n2nnc3cc(F)ccc32)CC1)Nc1ccccc1N1CCOCC1,2.4,4.4,-2.4,17.0,-0.2,-12.0,21.9,-9.9
